Screening data (PubChem)
GLP-1R agonist: GLP-1 receptor (human) agonism. hit rate 0.007% among 380,000. HEK293 GLP-1R CRE-luciferase, luminescence, 4-6 h; cells express a hypersensitive GLP-1R form. P43220. AID 624172. Potency, µM (top dose mostly 45.6 µM), for the others: top-dose activation, usual class: activators; also: potency is read from the fitted curve at half-maximal effect; % of control where 0% means no effect
Target sequence (P43220 whole entry, looked up): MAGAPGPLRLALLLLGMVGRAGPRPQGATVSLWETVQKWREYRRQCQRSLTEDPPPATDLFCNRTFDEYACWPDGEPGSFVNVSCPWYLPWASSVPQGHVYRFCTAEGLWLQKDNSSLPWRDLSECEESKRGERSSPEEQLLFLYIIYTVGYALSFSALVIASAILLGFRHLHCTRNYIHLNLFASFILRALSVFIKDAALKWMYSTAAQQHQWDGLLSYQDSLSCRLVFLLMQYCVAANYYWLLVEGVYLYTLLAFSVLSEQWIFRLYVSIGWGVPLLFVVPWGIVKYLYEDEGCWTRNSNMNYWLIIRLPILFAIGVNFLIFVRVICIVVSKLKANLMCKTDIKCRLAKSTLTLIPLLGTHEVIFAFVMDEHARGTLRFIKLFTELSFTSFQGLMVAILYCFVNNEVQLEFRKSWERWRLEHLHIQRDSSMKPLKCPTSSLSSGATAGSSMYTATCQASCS
KB-3-1 cytotox: KB-3-1 parental cell cytotoxicity. KB-3-1 viability, CellTiter-Glo ATP luminescence, 72 h. Potency, µM (doses to about 46.1 µM), for inactives: at the top dose activity change, negative = cytotoxic, actives largely listed as cytotoxic. hit rate 1.4% among 400,000; also: potency is read from the fitted curve at half-maximal effect; % is scaled to controls: 0 for no effect and ±100 for the full control effect; nearly all actives have a fitted effect of over 60% in size
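Parental KB-3-1 adenocarcinoma cells in phenol-red-free DMEM with 10% FBS were pin-treated with compounds at several concentrations, incubated 72 h at 37 °C, and viability read by CellTiter-Glo luminescence; concentration-effect curves were fitted after normalization.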
IL1B secr inh: blocks inflammasome-driven IL-1 beta release; THP-1 LPS/ATP IL-1B secretion, AlphaLISA, 16 h; active compounds read low; activity change, % at 57.5 µM; hit rate 4.7% among 360,000; in the data active = activity change below about -50%; inconclusive = mostly about -30% to -49%; also: % is scaled to controls: 0 for no effect and ±100 for the full control effect
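Secreted IL-1B measured by AlphaLISA bead assay after 16 h compound exposure of THP-1 cells; compounds (final up to 57.5 uM) added 1 h before LPS (250 ng/mL) and ATP (1.25 mM) stimulation; lower signal means less secretion.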
SW480 rereplic: induces DNA re-replication in SW480 colon adenocarcinoma cells | SW480 DNA re-replication, Hoechst DNA content imaging, 48 h | Potency, µM (top dose mostly 46.1 µM), without a hit: at the top dose re-replication activation, actives largely listed as activators | hit rate 1.8% among 340,000; also: potency is read from the fitted curve at half-maximal effect; % of control where 0% means no effect; nearly all actives have a fitted effect of over 55% in size
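Compounds, transferred as 23 nL by pin tool, were incubated with cells for 48 hr; DNA content per nucleus was then quantified by Hoechst staining and fluorescence plate imaging.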
HT1080-NT tox: kills 2HG-producing HT-1080-NT fibrosarcoma cells | Potency, µM (doses to about 46.1 µM), for the others: top-dose activity, negative = less viability, actives largely listed as cytotoxic | hit rate 1.6% among 360,000 | HT-1080-NT fibrosarcoma viability, CellTiter-Glo ATP luminescence, 48 h;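 also: NT is the 2HG producing partner of a matched IDH1 knockdown line; potency is read from the fitted curve at half-maximal effect; 0% = DMSO-treated cells and -100% = media-only wells without cells; nearly all actives have a fitted effect of over 55% in size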
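HT-1080-NT fibrosarcoma cells (2HG-overproducing), 750 cells/well in RPMI with 5% FBS, dosed after 2 h and incubated 48 h at 37C. CellTiter-Glo luminescence normalized to DMSO and no-cell wells; concentration-response curves fitted and classed.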
HT1080 IDH1KD tx: toxicity to HT-1080 IDH1 knockdown cells (counter line); hit rate 2% among 360,000; HT-1080 IDH1 knockdown viability, ATP luminescence, 48 h; Potency, µM (series often up to 46.1 µM), for inactives: at the top dose activity, negative = toxicity, hits mostly cytotoxic; AID 686971;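 also: potency is read from the fitted curve at half-maximal effect; 0% = DMSO wells and -100% = cell-free medium wells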
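IDH1KD HT-1080 cells, 750/well, RPMI + 5% FBS; compound pinned after 2 h settling; 48 h, 37 °C; CellTiter-Glo luminescence; % activity normalised to DMSO and no-cell wells; curves fitted, classed by r2 and efficacy.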
KB-V1 MDR tox: kills drug-selected multidrug resistant KB-V1 cells; hit rate 3.4% among 400,000; KB-V1 MDR cells viability, CellTiter-Glo, 72 h; Potency, µM (highest dose often 46.1 µM), without a hit: at the highest dose activity change, negative = cytotoxicity, most hits filed as cytotoxic; also: potency is read from the fitted curve at half-maximal effect; % is scaled to controls: 0 for no effect and ±100 for the full control effect; nearly all actives have a fitted effect of over 60% in size
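Following 72 h at 37 degrees C with compound, KB-V1 cell viability was read by CellTiter-Glo luminescence, medium being phenol-red-free DMEM plus 10% FBS; concentration-response parameters came from normalized, curve-fitted qHTS data.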
D3 ag: D3 dopamine receptor (human) agonism | P35462 | D3R DiscoveRx beta-arrestin cells, luminescence, 90 min | max activation, % | hit rate 0.58% among 410,000 | AID 652048; in the data active = max activation above about 30%; also: 0% is about no effect; mostly tested at two doses, the higher about 12 µM
Target sequence (P35462 whole entry, looked up): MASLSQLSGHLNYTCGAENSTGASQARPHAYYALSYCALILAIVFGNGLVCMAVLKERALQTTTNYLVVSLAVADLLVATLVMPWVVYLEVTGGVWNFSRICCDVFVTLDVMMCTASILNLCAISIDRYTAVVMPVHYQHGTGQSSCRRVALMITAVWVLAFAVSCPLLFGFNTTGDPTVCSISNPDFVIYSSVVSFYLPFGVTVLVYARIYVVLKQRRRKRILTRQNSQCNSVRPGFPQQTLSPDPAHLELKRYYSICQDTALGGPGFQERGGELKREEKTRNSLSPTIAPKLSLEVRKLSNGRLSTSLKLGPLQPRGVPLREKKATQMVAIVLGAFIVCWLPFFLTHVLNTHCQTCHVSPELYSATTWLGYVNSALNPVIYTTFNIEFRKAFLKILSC
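Cells at 1500/well, incubated overnight, then treated with pinned compounds (dopamine as control) for 90 min at 37 degrees C. DiscoveRx reagent added for 30 - 60 minutes at room temperature; luminescence read.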
DRD3 antagonist: blocks the human D3 dopamine receptor; AID 652054; D3R cells, DiscoveRx beta-arrestin luminescence, antagonist mode; active compounds read low; max response, negative = inhibition, %; hit rate 2.5% among 360,000; in the data active = max response below about -50%; inconclusive = no clear call, values can overlap the other calls; also: % is scaled to controls: 0 for no effect and ±100 for the full control effect; mostly tested at two doses, the higher about 12 µM
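Cells plated overnight at 1500 cells/well, then exposed to library compounds with dopamine controls for 90 minutes at 37 degrees C. DiscoveRx reagent added for 30–60 minutes at room temperature; luminescence read, quantitative HTS format.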
Active calls of the source: *; i = inactive; ? = inconclusive; · = no result given; & = joins results of further samples; [ ] = another dose, or the depositor's remark. Unless noted, calls follow the shape of the dose curve; as a rule, active = well fitted curve in the direction sought with a large enough effect; inconclusive = small, poorly fitted or top-dose-only effect, or another doubt; inactive = no such curve, though single readings can be large; an effect the other way counts as inactive or inconclusive.

SMILES | GLP-1R agonist | KB-3-1 cytotox | IL1B secr inh | SW480 rereplic | HT1080-NT tox | HT1080 IDH1KD tx | KB-V1 MDR tox | D3 ag | DRD3 antagonist
CCOC(=O)CSc1nc2ccsc2c(=O)[nH]1 | 8% | 15% | 2 | 7% | 0% | -2% | ? | 7 | 2
COc1ccc2nc3oc(C(=O)N4CCCCC4)cc3cc2c1 | 4% | 20% | ? | -6% | -3% | -1% | -30% | -3 | -19
Cc1onc(-c2c(Cl)cccc2Cl)c1CO/N=C(\C#N)c1c(Cl)cccc1Cl | 15% | -15% | · | -7% | -24% | ? | ? | -5 | -13
COC(=O)/C=c1/sc2n(c1=O)CCN=2 | -8% | -3% | 0 | -6% | 17% | 20% | 19% | -2 | 0
COc1ccc(CN(CC(=O)NC2CCCC2)C(=O)CCC(=O)Nc2nccs2)cc1 | 7% | 13% | -9 | -2% | 4% | -5% | -13% | 1 | -10
Cn1ncc(=S)[nH]c1=S | 0% | ? | 34 | 2% | 15% | 3% | ? | -11 | ?
CCOC(=O)c1cn2nc(-c3ccc(OC)cc3)cc2nc1C1CCN(C(=O)OC(C)(C)C)CC1 | -3% | 1% | ? | 21% | 9% | 4% | 6.5µM* | 4 | 45
C=C(C)Cc1c(C)c(C#N)c2nc3ccccc3n2c1N1CCCCC1 | -5% | -3% | 3 | -6% | 6% | 0% | 3.7µM* | 3 | 9
CC(C)CCC(=O)Nc1cc(S(=O)(=O)N2CCOCC2)ccc1N1CCCC1 | -1% | 7% | -22 | · | 4% | 0% | -19% | 3 | 30
CC(=O)c1cc(CN2CCN(CC=C(C)C)C(CCO)C2)cs1 (centres undefined) | -4% | ? | 12 | -19% | 9% | 15% | -10% | -18 | -25

Given tab-delimited: entries from further up.
Compound	GLP-1R agonist	KB-3-1 cytotox	IL1B secr inh	SW480 rereplic	HT1080-NT tox	HT1080 IDH1KD tx	KB-V1 MDR tox	D3 ag	DRD3 antagonist
Cn1ncc(=S)[nH]c1=S	0%	?	34	2%	15%	3%	?	-11	?
CCOC(=O)c1cn2nc(-c3ccc(OC)cc3)cc2nc1C1CCN(C(=O)OC(C)(C)C)CC1	-3%	1%	?	21%	9%	4%	6.5µM*	4	45

Next part:
SMILES | GLP-1R agonist | KB-3-1 cytotox | IL1B secr inh | SW480 rereplic | HT1080-NT tox | HT1080 IDH1KD tx | KB-V1 MDR tox | D3 ag | DRD3 antagonist
COc1cccc(CNC(=O)CCNS(=O)(=O)c2ccc(Br)s2)c1 | 3% | -1% | 20 | 1% | -1% | 17% | 1% | 2 | ?
COCCn1c(SCC(=O)NCCCN2CCCC2=O)nc2ccccc2c1=O | -13% | · | 10 | -8% | 14% | 8% | · | 4 | 12
Cc1cccc(N2CCN(C(=O)Cn3nc(C)n4cccc4c3=O)CC2C)c1 (centres undefined) | -5% | 4%&3% | 4 | -2% | -4% | -1% | 7%&-9% | -3&-9 | -6
COc1ccc(Cl)cc1S(=O)(=O)NC(C)C(=O)NCCN1CCOCC1 (centres undefined) | 7% | -6% | 5 | -9% | -8% | -4% | -5% | -1 | 9
C[C@H]1CN=C(Nc2ccccc2)N1CCc1ccccc1 | -1% | 4% | 3 | -3% | 1% | 2% | 17% | -39 | -4
CN(Cc1nc(-c2ccccc2)no1)C(=O)c1ccc2c(c1)OCO2 | 10% | 2% | 0 | 0% | -4% | -2% | 10% | -7 | -50*
COC(=O)N/N=C/C1=CCC2CC1C2(C)C (centres undefined) | 7% | 7% | -14 | -40%[inhibitor] | 0% | 10% | 1% | 0 | -8
Cc1cccc(N=N/C(=C\O)C(=O)c2cccs2)c1 | 8% | -25% | -67* | -20% | ? | 13µM* | 26µM* | 1 | -16
Cc1ccc(C(=O)Nc2ccncc2)cc1S(=O)(=O)N1CCOCC1 | 7% | -26% | 40 | ? | -6% | -10% | -23% | 5 | 8
C=CCn1c(SCC(=O)Nc2cc(C)on2)nnc1-c1ccccc1OC | 11% | -9% | 34 | -1% | 0% | -1% | 8% | -3 | -3
O=C(Oc1ccc(Br)cc1C(=S)N1CCOCC1)c1ccccc1 | 5% | -4% | 10 | -1% | -1% | 9% | -3% | -7 | -6
Cc1ccc(-c2cccc(CN3CCN(C(C)C)C(CCO)C3)c2)o1 (centres undefined) | 5% | -38% | 0 | 1% | -6% | -5% | 4% | -6 | -3
CCN1C(=S)SC(=O)C1=C1C=C(C)N(Cc2ccco2)C(C)=C1 | -2% | 1% | -5 | 12% | -25% | -24% | -24% | -9 | -9
Cc1cc(C(=O)N/N=C/C=C/c2ccccc2[N+](=O)[O-])c(C)o1 | 2% | -28% | -24 | 2% | -5% | -4% | -30% | -20 | -16
O=C(O)C1=C[C@H](c2ccc3c(c2)OCO3)C[C@H](OCCCCO)O1 | -2% | 0% | 16 | -37%[inhibitor] | 15% | 17% | 25% | 4 | 21
CCOC(=O)CCN(c1ccccc1)S(=O)(=O)c1ccc2[nH]c(=O)ccc2c1 | 16% | -4% | · | · | · | · | ? | 0 | ·
Cc1onc(-c2ccccc2)c1C(=O)Nc1nc(-c2ccc(F)c(F)c2)cs1 | -17% | -12% | 11 | ? | -26% | ? | 0% | -8 | -13
CCOc1cc(/C=N/NC(=O)Cc2ccc(C(F)(F)F)cc2[N+](=O)[O-])ccc1O | 14% | 7% | 11 | -237%[inhibitor] | -20% | -18% | ? | -3 | 8
CC(C)Cc1ccc(C(C)C(=O)Nc2ccc(O)cc2)cc1 (centres undefined) | 10% | -17% | 3 | -7% | -17% | -10% | ? | 3 | -3
O=C(CSc1ccc(-c2ccccn2)nn1)Nc1cccc(F)c1 | 13% | 7% | i | 29% | -11% | ? | ? | 5 | 15
CCn1c(CC(=O)Nc2ccccc2F)nnc1SCC(=O)Nc1nncs1 | 0% | 0% | 10 | -2% | -12% | -16% | 3% | -9 | 12
Cc1onc(-c2ccccc2)c1C(=O)OCC(=O)NCc1ccc(F)cc1 | 5% | 15% | 19 | -6% | -13% | 0% | 10% | 1 | 25
Cc1noc(C)c1COc1ccccc1C(=O)NCCc1ccc(F)cc1 | 18% | -8% | -6 | -9% | 0% | -3% | -3% | -5 | 1
COC1OC2COC(c3ccccc3)OC2C(NC(C)=O)C1OC(C)=O (centres undefined) | 6% | 8% | -5 | · | 13% | 11% | 24% | 6 | 1
O=C(NCCc1ccccc1)c1ccnc(/C=N/O)c1 | -6% | 9% | -6 | 2% | -6% | 5% | -32% | -5 | -22
CCN1C(=O)CC(SC2CC(=O)N(CC)C2=O)C1=O (centres undefined) | -2% | -1% | -2 | -4% | 2% | 3% | ? | 6 | -9
CCCC(C(=O)Nc1ccc(S(=O)(=O)N2CCCC2)cc1)c1ccccc1 (centres undefined) | -3% | -18% | -23 | ? | -18% | -18% | ? | 4 | -8
C=CCNC(=O)c1ccccc1NC(=O)C1COc2ccccc2O1 (centres undefined) | 20% | -1% | 13 | -3% | -27% | -8% | -24% | -8 | 18
CS(=O)(=O)c1cccc(C(=O)Nc2ccc(-c3nc4ccccc4[nH]3)cc2)c1 | 0% | ? | -4 | 15% | 12µM* | 12µM* | 16% | -1 | -23
CC(=O)c1c(C)n(-c2ccc(Br)cc2)c2ccc(O)cc12 | 2% | -1% | 9 | 13% | 8% | 2% | 11% | 1 | 1
COc1cccc(C(=O)N2CCN(c3ncccn3)CC2)c1 | 1% | 5% | 17 | -4% | 12% | 14% | -3% | -4 | -5
COc1ccc2oc(C(=O)N3CCCc4ccccc43)c(C)c2c1 | 2% | -6% | -6 | 0% | -5% | 2% | -26% | -8 | 7
Cc1cccc(S(=O)(=O)Nc2nc3ccccc3nc2Nc2cccc(C(=O)O)c2)c1 | -3% | 0% | 31 | -9% | -16% | -3% | 24% | 3 | 10
CC(C)S(=O)(=O)C/C(N)=N/OS(=O)(=O)c1ccc(Cl)cc1 | -1% | 6% | -4 | -18% | 0% | 21% | 13% | 4 | 0
COc1ccc(C2CCCN2C(=S)Nc2cccc(C)c2C)cc1OC (centres undefined) | 23% | -3% | 38 | -15% | 16% | -1% | -21% | 4 | 5

Molecules shown so far with fluorine:
SMILES | GLP-1R agonist | KB-3-1 cytotox | IL1B secr inh | SW480 rereplic | HT1080-NT tox | HT1080 IDH1KD tx | KB-V1 MDR tox | D3 ag | DRD3 antagonist
Cc1onc(-c2ccccc2)c1C(=O)Nc1nc(-c2ccc(F)c(F)c2)cs1 | -17% | -12% | 11 | ? | -26% | ? | 0% | -8 | -13
CCOc1cc(/C=N/NC(=O)Cc2ccc(C(F)(F)F)cc2[N+](=O)[O-])ccc1O | 14% | 7% | 11 | -237%[inhibitor] | -20% | -18% | ? | -3 | 8
O=C(CSc1ccc(-c2ccccn2)nn1)Nc1cccc(F)c1 | 13% | 7% | i | 29% | -11% | ? | ? | 5 | 15
CCn1c(CC(=O)Nc2ccccc2F)nnc1SCC(=O)Nc1nncs1 | 0% | 0% | 10 | -2% | -12% | -16% | 3% | -9 | 12
Cc1onc(-c2ccccc2)c1C(=O)OCC(=O)NCc1ccc(F)cc1 | 5% | 15% | 19 | -6% | -13% | 0% | 10% | 1 | 25
Cc1noc(C)c1COc1ccccc1C(=O)NCCc1ccc(F)cc1 | 18% | -8% | -6 | -9% | 0% | -3% | -3% | -5 | 1
